# Screening data deposited in PubChem BioAssay by several laboratories.
# Fam108B inh: blocks mouse Fam108B hydrolase in RBBP9 counter-screen | recombinant Fam108B, FP-Rh probe fluorescence polarization | inhibition, % at 9.51 µM | 300,000 compounds, 0.33% hits | AID 1947;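 active = inhibition above the screen mean inhibition plus 3 SD, computed separately per campaign, cut at about 18% in these data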;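 note: inhibitors lower polarization as less probe binds the enzyme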
# MCL1-BIM inh: disrupts human MCL1 binding to BIM-BH3 peptide. Q07820. GST-MCL1 / FITC-Bim-BH3 fluorescence polarization. inhibition, % at 10.9 µM. 320,000 compounds, 0.68% hits. AID 2057;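 active = inhibition above the mean inhibition of all tested compounds plus 3 SD, set per campaign, cut at about 40% in these data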;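 note: 0% = DMSO wells and 100% = unlabeled Bim-BH3 peptide control; higher means more loss of mP so more displacement of Bim peptide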
# pPAFAH FP inh: inhibitors of human plasma PAF acetylhydrolase (pPAFAH) | recombinant pPAFAH, FP-rhodamine probe fluorescence polarization | Q13093 | inhibition, % at 3.39 µM | AID 463082 | 330,000 compounds, 1.5% hits;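 active = inhibition above the mean inhibition across the screen plus 3 SD, cut at about 25% in these data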;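 note: inhibitors block binding of the rhodamine activity-based probe so polarization drops; 0% = enzyme with DMSO and 100% = wells lacking pPAFAH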
# Bcl-xL primary: Bcl-xL (human) inhibition; GST-Bcl-xL / FITC-Bim BH3 peptide fluorescence polarization; Q07817; inhibition, % at 10.9 µM; 320,000 compounds, 0.7% hits; AID 2129;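 active = inhibition above the mean of all tested compounds plus 3 SD, cutoff set per campaign, cut at about 30% in these data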;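 note: 0% = DMSO wells and 100% = unlabeled Bim-BH3 peptide competitor; inhibitors lower millipolarization by displacing the labeled peptide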
# Target sequence (Q07817 whole entry, looked up): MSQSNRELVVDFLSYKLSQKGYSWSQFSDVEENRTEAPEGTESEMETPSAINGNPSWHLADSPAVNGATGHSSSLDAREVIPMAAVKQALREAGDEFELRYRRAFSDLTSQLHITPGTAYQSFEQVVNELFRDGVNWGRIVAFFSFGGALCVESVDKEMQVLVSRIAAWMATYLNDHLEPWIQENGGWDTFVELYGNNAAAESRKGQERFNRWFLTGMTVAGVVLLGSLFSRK
# GLD-1 RNA inh: GLD-1-TGE RNA interaction inhibition (C. elegans); Q17339; purified GLD-1 + fluorescein TGE RNA, fluorescence polarization; inhibition, % at 5.96 µM; 320,000 compounds, 0.44% hits; AID 2280;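 active = percent inhibition above a per-plate cutoff, the plate mean of test compounds plus 3 SD, cut at about 30% in these data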;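 note: 0% = DMSO wells with GLD-1 and probe and 100% = wells lacking GLD-1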
# Target sequence (Q17339 whole entry, looked up): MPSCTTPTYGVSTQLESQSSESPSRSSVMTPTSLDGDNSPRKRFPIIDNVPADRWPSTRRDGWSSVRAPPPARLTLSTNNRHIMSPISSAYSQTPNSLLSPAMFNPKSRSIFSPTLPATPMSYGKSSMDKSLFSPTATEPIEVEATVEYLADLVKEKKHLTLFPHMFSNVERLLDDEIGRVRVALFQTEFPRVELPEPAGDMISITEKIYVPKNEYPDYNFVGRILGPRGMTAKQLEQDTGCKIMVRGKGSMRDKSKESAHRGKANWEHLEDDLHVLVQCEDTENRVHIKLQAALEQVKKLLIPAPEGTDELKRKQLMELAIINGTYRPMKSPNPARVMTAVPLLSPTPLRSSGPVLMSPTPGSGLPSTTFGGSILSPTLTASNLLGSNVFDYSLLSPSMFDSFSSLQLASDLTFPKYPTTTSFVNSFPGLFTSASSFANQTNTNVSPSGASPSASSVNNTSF
# AHR act: activators of human aryl hydrocarbon receptor | activation, % at 5 µM | AHR-responsive luciferase reporter cells, luminescence | 320,000 compounds, 2.5% hits | P35869; in the data active = activation above about 47%;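 note: 0% = vehicle wells and 100% = reference agonist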
# PAFAH1B2 FP inh: inhibitors of human PAFAH1B2; P68402; recombinant PAFAH1B2, FP-rhodamine activity probe, fluorescence polarization; inhibition, % at 3.39 µM; 340,000 compounds, 1.2% hits; AID 492953;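 active = inhibition above the mean of all tested compounds plus 3 SD, cut at about 24% in these data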;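 note: 0% = enzyme with DMSO and 100% = wells lacking PAFAH1B2; many of its hits are not listed in these tables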
# Target sequence (P68402 whole entry, looked up): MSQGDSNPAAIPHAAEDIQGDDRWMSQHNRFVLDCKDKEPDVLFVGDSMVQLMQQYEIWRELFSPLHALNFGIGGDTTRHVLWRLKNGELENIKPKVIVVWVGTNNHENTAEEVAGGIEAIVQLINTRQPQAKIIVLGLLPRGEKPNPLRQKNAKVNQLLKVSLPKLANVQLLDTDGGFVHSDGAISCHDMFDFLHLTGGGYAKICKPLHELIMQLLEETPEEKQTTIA
# MEX-5 binding: C. elegans MEX-5 TCR-2 RNA binding activity. MEX-5/FITC-TCR2 RNA binding, fluorescence polarization; hits give low values. activity score (negative = inhibition of binding), % at 10 µM. 300,000 compounds, 0.38% hits;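 active = inhibition past about -25% in most replicates, and total fluorescence under double the plate's negative control median, limit read from the data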;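 note: 0% = DMSO and -100% = 5 µM competing unlabeled TCR2 RNA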
# PME-1 primary: PME-1 (human) inhibition; Q9Y570; 320,000 compounds, 0.53% hits; inhibition, % at 5.9 µM; AID 2130; recombinant PME-1, FP-Rh probe fluorescence polarization;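 active = inhibition above the campaign mean of all compounds plus 3 SD, cut at about 26% in these data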;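 note: competitive labeling of PME-1 active site by serine hydrolase directed probe; 0% = PME-1 with DMSO and 100% = wells lacking PME-1 enzyme; inhibitors block probe labeling so polarization falls and inhibition rises; many of its hits are not listed in these tables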
# An asterisk follows results filed as active; x = no result given.
SMILES,Fam108B inh,MCL1-BIM inh,pPAFAH FP inh,Bcl-xL primary,GLD-1 RNA inh,AHR act,PAFAH1B2 FP inh,MEX-5 binding,PME-1 primary
COc1ccc(-c2csc(NC(=O)C3CC(=O)N(Cc4ccccc4)C3)n2)cc1OC (stereo unspecified),3,-1,4,0,-1,-2,3,-0.4,-1
Cc1ccc(C(=O)Nc2cccc(C(=O)NCc3ccccc3)c2)cc1,1,1,-3,0,2,29,2,1.4,-2
COCCn1c(SCC(=O)Nc2nc(C)c(Cl)cc2Cl)nc2ccccc21,4,11,-4,9,1,15,4,-1.0,4
Cn1nc(C(=O)N2CCN(S(=O)(=O)/C=C/c3ccccc3)CC2)c2ccccc2c1=O,-3,-5,8,2,3,0,1,x,2
Cc1ccc(N(CC(=O)NCc2ccc3c(c2)OCO3)S(C)(=O)=O)cc1,1,4,6,7,-1,0,2,0.0,-6
CN(CC(=O)NCCN1CCOCC1)S(=O)(=O)c1ccc(Cl)cc1,x,x,2,x,1,-1,3,x,x
Cc1ccc(NC2=NC(c3ccccc3)n3c(nc(C)cc3=O)N2)cc1 (stereo unspecified),-1,-4,4,4,2,20,6,-1.3,0
O=C(NCCN1CCOCC1)c1cccc2c1C(=O)c1ccc(N3CCCC3)cc1S2(=O)=O,x,x,-4,x,28,2,-15,x,x
CC(C)C(C)(C#N)NC(=O)CSc1ncnc2sc(-c3ccccc3)cc12 (stereo unspecified),-3,-8,4,-2,3,-1,8,-1.4,0
CCOc1ccc(NC(=O)N(CCN2CCOCC2)Cc2ccc3c(c2)CCCN3CC)cc1,-2,12,2,11,-1,4,2,-6.8,1
O=S(=O)(Nc1cccc(S(=O)(=O)N2CCCC2)c1)c1cccc(Br)c1,x,-3,1,4,-3,4,7,x,6
ClCc1csc(-c2ccccc2Cl)n1,0,7,-3,5,6,2,-1,0.8,-1
CCCCCCSc1ccc([C@H]2N[C@@](C)(C(=O)OC)[C@H]3C(=O)N(C)C(=O)[C@@H]23)cc1,0,7,22,7,7,5,15,4.0,-7
Cc1ccc(/C=C/c2onc(C)c2S(=O)(=O)N2CCC(C(=O)N3CCN(C)CC3)CC2)cc1,-1,-1,4,5,3,1,-2,0.0,0
CC(C)CN(C(=O)COC(=O)CNC(=O)c1ccccc1F)c1c(N)n(Cc2ccccc2)c(=O)[nH]c1=O,2,-15,2,-11,0,1,4,0.8,4
CCOC(=O)C1CCCN(S(=O)(=O)c2cn(C)c(=O)n(C)c2=O)C1 (stereo unspecified),0,2,1,2,4,-2,-1,0.8,3
Cc1c(=O)n(OCc2ccccc2F)c2ccccc2[n+]1[O-],-1,5,-3,10,-4,94*,5,-0.1,2
Cc1ccc(OCCNS(=O)(=O)c2ccc(N3CCCC3=O)cc2)cc1C,3,4,5,2,1,-1,2,-1.8,2
O=S(=O)(c1cccc2nonc12)N1CCN(c2cccc(Cl)c2)CC1,-2,-3,6,0,2,6,1,-0.9,1
COc1ccc(Nc2nc(Cl)c(C=O)s2)cc1,-4,1,4,-2,-9,3,3,-2.4,-1
O=C(CSc1nnc(NC(=O)c2cccc(Cl)c2)s1)NCC1CCCO1 (stereo unspecified),2,-3,1,4,8,5,9,-2.4,2
Cc1ccc(/C=C(\C#N)C(=O)NC(C)C)o1,1,-2,1,1,2,-3,3,2.5,0
N/C(=N\OC(=O)C1CCCCC1)c1cccnc1,2,-4,-7,-2,2,1,-2,3.8,-9
COc1cc2c(C(=O)NCCN(C)C)cn(CC(C)C)c(=O)c2cc1OC,3,0,5,0,4,-1,-2,2.1,-1
O=C(c1ccccc1)N1CCSC1=S,-1,5,7,4,8,2,5,0.7,1

# 15 entries from above, with tabs:
mol	Fam108B inh	MCL1-BIM inh	pPAFAH FP inh	Bcl-xL primary	GLD-1 RNA inh	AHR act	PAFAH1B2 FP inh	MEX-5 binding	PME-1 primary
O=S(=O)(Nc1cccc(S(=O)(=O)N2CCCC2)c1)c1cccc(Br)c1	x	-3	1	4	-3	4	7	x	6
ClCc1csc(-c2ccccc2Cl)n1	0	7	-3	5	6	2	-1	0.8	-1
CCCCCCSc1ccc([C@H]2N[C@@](C)(C(=O)OC)[C@H]3C(=O)N(C)C(=O)[C@@H]23)cc1	0	7	22	7	7	5	15	4.0	-7
Cc1ccc(/C=C/c2onc(C)c2S(=O)(=O)N2CCC(C(=O)N3CCN(C)CC3)CC2)cc1	-1	-1	4	5	3	1	-2	0.0	0
CC(C)CN(C(=O)COC(=O)CNC(=O)c1ccccc1F)c1c(N)n(Cc2ccccc2)c(=O)[nH]c1=O	2	-15	2	-11	0	1	4	0.8	4
CCOC(=O)C1CCCN(S(=O)(=O)c2cn(C)c(=O)n(C)c2=O)C1 (stereo unspecified)	0	2	1	2	4	-2	-1	0.8	3
Cc1c(=O)n(OCc2ccccc2F)c2ccccc2[n+]1[O-]	-1	5	-3	10	-4	94*	5	-0.1	2
Cc1ccc(OCCNS(=O)(=O)c2ccc(N3CCCC3=O)cc2)cc1C	3	4	5	2	1	-1	2	-1.8	2
O=S(=O)(c1cccc2nonc12)N1CCN(c2cccc(Cl)c2)CC1	-2	-3	6	0	2	6	1	-0.9	1
COc1ccc(Nc2nc(Cl)c(C=O)s2)cc1	-4	1	4	-2	-9	3	3	-2.4	-1
O=C(CSc1nnc(NC(=O)c2cccc(Cl)c2)s1)NCC1CCCO1 (stereo unspecified)	2	-3	1	4	8	5	9	-2.4	2
Cc1ccc(/C=C(\C#N)C(=O)NC(C)C)o1	1	-2	1	1	2	-3	3	2.5	0
N/C(=N\OC(=O)C1CCCCC1)c1cccnc1	2	-4	-7	-2	2	1	-2	3.8	-9
COc1cc2c(C(=O)NCCN(C)C)cn(CC(C)C)c(=O)c2cc1OC	3	0	5	0	4	-1	-2	2.1	-1
O=C(c1ccccc1)N1CCSC1=S	-1	5	7	4	8	2	5	0.7	1

# Following part:
SMILES,Fam108B inh,MCL1-BIM inh,pPAFAH FP inh,Bcl-xL primary,GLD-1 RNA inh,AHR act,PAFAH1B2 FP inh,MEX-5 binding,PME-1 primary
Cn1c(CN2CCOCC2)nnc1SCC(=O)Nc1cccc(C(F)(F)F)c1,1,0,8,0,2,-1,3,1.2,0
CCC(C)[C@H]1CN=C(N)N1CCc1cccc(F)c1 (stereo partly specified),-3,6,-1,3,6,1,4,-4.3,1
CCCOP(=O)(OCCC)C(Nc1ccc(C(C)C)cc1)c1ccc([N+](=O)[O-])cc1 (stereo unspecified),-2,-2,-4,0,11,60*,5,0.4,-10
Nc1c(C(=O)OCC(=O)Nc2ccc(OC(F)F)cc2)[nH]c(=O)[nH]c1=O,x,-2,-2,2,7,0,11,x,4
Cc1cc(/C=N/Nc2ccc([N+](=O)[O-])cn2)c(C)n1-c1ccccc1,7,-53,14,-39,-8,16,2,0.9,11
CCNc1ccc(C(=O)OCC(=O)N(Cc2ccccc2)C(C)(C)C)cc1[N+](=O)[O-],-3,-1,8,-4,23,-2,7,1.9,-1
COc1cc(-c2nnc(SCC3(c4ccc(Br)cc4)OCCO3)o2)cc(OC)c1OC,-6,-2,8,1,3,1,5,0.1,-13
CCCN1CCN(C2CCCCC2NS(=O)(=O)c2ccccc2)CC1 (stereo unspecified),-1,5,-1,-2,-6,1,-2,1.1,-5
CC(=O)N/C(=C\c1ccccc1)C(=O)OCc1ccccc1,-9,-17,-6,-3,0,7,3,5.3,1
CC(C)CC(=O)Nc1nnc(S(=O)(=O)N2CCCCCC2)s1,2,4,3,4,3,1,5,-0.6,3
CC(C)(C)OC(=O)CC[C@@H](C(=O)N1CCN(C(=O)OC(C)(C)C)CC1)n1cc(C(CO)NC(=O)OC(C)(C)C)nn1 (stereo partly specified),-1,0,1,1,-4,1,-4,2.3,-7
CC12CCC(=O)N1C(C(=O)Nc1nc(-c3ccc(F)c(F)c3)cs1)CS2 (stereo unspecified),0,2,2,3,6,5,2,-2.3,-3
O=C(O)c1ccc2c(c1)ncn2C1CCCCC1,-3,1,1,8,11,-2,0,-5.0,-3
Cc1ccc(S(=O)(=O)Cn2nnnc2CN2CCOCC2)cc1,-8,0,-7,1,6,2,4,2.1,-9
N#C/C(=C\c1ccc(Sc2ccc(Cl)cc2)o1)c1nc2ccccc2[nH]1,14,-37,-7,-23,3,46,1,x,10
O=C(Cc1ccccc1)NN1C(=O)C2C3C=CC(C3)C2C1=O (stereo unspecified),2,0,-2,1,9,-1,5,-5.1,-1
O=C(Cc1sc(-c2ccccc2Cl)nc1-c1ccccc1)Nc1ccccc1,-2,1,2,1,5,0,3,0.6,2
C[C@H](NC(=O)c1ccco1)C(=O)Nc1ccc(S(=O)(=O)N2CCCC2)cc1,0,-1,3,4,6,-4,-1,-0.4,2
CN1CCN(S(=O)(=O)c2ccc(NC(=O)C3CCCCC3)cc2)CC1,0,0,7,5,4,3,5,-3.4,5
O=C(N/N=C/c1ccc(Cl)cc1Cl)Nc1ccccc1,-2,-3,-5,-5,3,6,2,x,2
CCn1c(C)cc(/C=C2\SC(=O)N(CC(=O)Nc3ccc(C)c(C)c3)C2=O)c1C,-3,6,5,7,6,0,5,-0.1,-2
COc1ccc(CCNC2=NCC(C)S2)cc1 (stereo unspecified),1,11,0,0,-4,-1,1,-3.4,-3
CC(=O)N1CCN(c2nnc(-c3ccccc3)c3ccccc23)CC1,0,3,3,2,-3,3,6,-0.9,1
O=C(NC(=S)N(CCO)Cc1ccccc1)c1ccc(F)cc1Cl,-5,18,9,6,3,1,4,1.5,-2

# Only part of the results is shown; count on the stated rates, not on these rows.
